# NS5 inhibitors: Dengue-2 NS5 methyltransferase inhibitors, primary screen, biochemical, confirmation dose response (AID 588689); Dengue-2 NS5 methyltransferase capping enzyme assay, biochemical; higher % means a stronger effect; one-dose inhibition, % at 25 µM; IC50 in µM for titrated hits; hit rate 0.3% among 340,000; in the data active means a potency from the dose series; inconclusive means inhibition above about 29% without an active follow-up result
# AID2073: disruptors of CaV2.2 binding to Mint1 – biochemical, HTRF (AID 2073). HTRF protein-protein interaction, Mint1-CaV2.2; higher % means a stronger effect. inhibition, % at 20 µM; hits with a dose series show IC50 in µM. hit rate 0.19% among 290,000; in the data active means inhibition mostly above about 51%, no sharp cut-off; inconclusive means no clear call, values can overlap the other calls; inactive means mostly below about 53%; further: some results filed as inactive read as strong as hits
# K1F lysis inhibition: inhibition of K1F phage lysis, E. coli UTI89, bacterial capsule biogenesis inhibitors, alamar blue (AID 488966). E. coli UTI89 K1F phage lysis, alamar blue, 2 h; higher % means a stronger effect. hit rate 0.02% among 340,000. one-dose inhibition, % at 100 µM; IC50 in µM for titrated hits;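 active means phage lysis inhibition, versus mean bacterial control, above a set limit; inconclusive means no clear call, values can overlap the other calls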;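 further: capsule biogenesis inhibitors block K1F phage lysis so surviving cells raise fluorescence; higher fluorescence means more inhibition of phage lysis; actives were called in the ten point dose series up to 300 µM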
# RSV CPE inhibition: RSV antiviral activity via CPE protection, HEp-2 cells, primary 10 µM value included (AID 2391) | hit rate 0.13% among 310,000 | HEp-2 cells, RSV-induced CPE inhibition; higher % means a stronger effect | CPE inhibition, % at 10 µM; hits with a dose series show IC50 in µM; in the data active means a potency from the dose series; inconclusive means CPE inhibition mostly from about 23% at the one dose, without a potency; inactive means the rest, 99 in 100 with CPE inhibition below about 21%; further: strong numbers were not always called active
# GPR35 arrestin U2OS: GPR35 antagonists blocking zaprinast-driven arrestin recruitment, primary screen, imaging, U2OS, beta-arrestin-GFP, zaprinast agonist (AID 2058). hit rate 0.052% among 290,000. inhibition, % at 10 µM; hits with a dose series show IC50 in µM. U2OS GPR35 beta-arrestin-GFP translocation imaging, zaprinast antagonism; higher % means a stronger effect;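 active means inhibition of at least 50% with at least 30 cells and total cytoplasm GFP at most 10,000,000; inconclusive means under 30 cells or total GFP of 10,000,000 plus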
# NTR1 ag: agonists of NTR1, primary screen, imaging, U2OS cells, beta-arrestin-GFP, high content (AID 493036); NTR1-U2OS beta-arrestin-GFP spot imaging, agonist mode; activation, % at 20 µM; hit rate 0.17% among 330,000;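 active means activation at or above 40% of the spot to cytoplasm intensity ratio, with at least 20 cells analyzed; inconclusive means wells under 20 cells, flagged as cytotoxic or low count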;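 further: 0% = DMSO without peptide and 100% = 100 nM NTR1 peptide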
# Target sequence (P30989 whole entry, looked up): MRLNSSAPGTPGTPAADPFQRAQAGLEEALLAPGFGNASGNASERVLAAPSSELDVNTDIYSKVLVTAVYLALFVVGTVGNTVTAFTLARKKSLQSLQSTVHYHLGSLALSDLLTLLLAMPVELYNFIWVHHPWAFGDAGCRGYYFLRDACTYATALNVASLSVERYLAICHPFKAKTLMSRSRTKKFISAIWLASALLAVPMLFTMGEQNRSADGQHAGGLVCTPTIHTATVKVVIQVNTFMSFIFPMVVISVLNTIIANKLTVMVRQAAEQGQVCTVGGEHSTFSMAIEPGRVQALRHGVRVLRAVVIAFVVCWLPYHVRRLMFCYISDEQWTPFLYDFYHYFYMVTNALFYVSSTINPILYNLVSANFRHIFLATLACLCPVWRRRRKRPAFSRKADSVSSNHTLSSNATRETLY
# LYP phosphatase: PTPN22 lymphoid phosphatase activity blockers – biochemical, fluorescence intensity, uHTS (AID 1779); inhibition, % at 11.5 µM, or IC50 in µM where a hit was titrated; hit rate 0.054% among 290,000; recombinant LYP phosphatase, fluorescence intensity; higher % means a stronger effect; in the data active means inhibition above about 50%;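 further: plate controls were vehicle with enzyme for no effect and no enzyme for full effect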
# WT yeast gro inh: growth inhibition of WT yeast, mitochondrial fusion screen. AID 1362. hit rate 2.1% among 190,000. mitochondrial fusion phenotypic screen, WT strain. inhibition, % at 10 µM; in the data active means inhibition above about 58%; tested in S. cerevisiae
# Autophagy mod: modulators of autophagy; calls only at 10 µM (by protocol); hit rate 0.98% among 190,000; AID 463193; MEF GFP-LC3 puncta imaging; test concentration mostly 10 µM;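 active means percentage of spot-positive cells more than 3 SD above its plate mean, without a fluorescence outlier flag or 80% toxicity; inconclusive means no clear call, values can overlap the other calls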;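 further: spot-positive cell cutoff set from DMSO-treated cells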
# WT yeast gro inh mutant strain: further read-out of WT yeast gro inh, marked with its call; inhibition, %; mitochondrial fusion phenotypic screen, mutant strain inhibition
# Autophagy mod cell loss 18 h: also measured in Autophagy mod; calls as there; toxicity, %; measured here: cell loss, nuclei count;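 cell loss after 18 h compound exposure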
# NTR1 ag cell count 20 µM: second read-out of NTR1 ag, no call of its own (marks repeat the call); cell count; measured here: cell count, cytotoxicity flag
# * hit, by the source's call; i = inactive; ? = inconclusive; nt = not tested or not shown; [ ] = another dose, or the depositor's remark.
molecule	NS5 inhibitors	AID2073	Autophagy mod cell loss 18 h	WT yeast gro inh mutant strain	Autophagy mod	NTR1 ag	NTR1 ag cell count 20 µM	WT yeast gro inh	GPR35 arrestin U2OS	LYP phosphatase	K1F lysis inhibition	RSV CPE inhibition
CN1CCC(N(C)C(=O)NC2CCCCC2)CC1	-4%	1%	-22	6	i	0.4	57	1	-19%	-9%	0.5%	1.6%
O=C(N/N=C/c1ccc(C(F)(F)F)cc1)c1ccc(O)cc1	-5%	6%	-4	12	i	1.2	43	-18	-14%	1%	0.3%	8.2%
COC(=O)CCC(=O)Oc1ccc(OC(=O)CCC(=O)OC)cc1	nt	-12%	45	-3	i	-0.2	27	-2	-16%	-4%	nt	0.2%
Cn1c(SCc2ccccc2F)nc2ccccc2c1=O	-9%	nt	nt	nt	nt	2.3	40	nt	nt	nt	-0.1%	9.8%
Cc1cc(=O)oc2cc(OC(C)C)ccc12	-7%	5%	17	-1	i	-0.6	71	-9	20%	-3%	0.1%	4.9%
CCN(CC)S(=O)(=O)c1ccc2[nH]cc(C(=O)NCCC3=CCCCC3)c(=O)c2c1	2%	0%	4	6	i	2.2	40	-7	-13%	-3%	-0.2%	1.5%
N=C(c1ccc([N+](=O)[O-])cc1)N1CCCCC1	4%	4%	-6	9	i	-0.3	92	4	-10%	-4%	0.1%	0.8%
CCCCn1c(SCC(=O)NC2CCCC2)nc2ccccc2c1=O	1%	nt	nt	nt	nt	2.4	64	nt	nt	nt	0.4%[50 µM]	-1.1%
CCOC(=O)c1cn(CC(=O)Nc2ccc(OC)cc2OC)nn1	-1%	-16%	-34	-2	i	0.8	88	-7	-8%	-1%	0.0%	0.3%
CCOc1ccccc1NC(=O)Nc1cc(OC)ccc1OC	-3%	4%	0	11	i	-0.2	48	-4	7%	3%	4.8%	0.1%
Cc1ccc(CNC(=O)Cn2cnc3cc([N+](=O)[O-])ccc3c2=O)cc1	7%	2%	13	6	i	1.6	95	-38	-12%	4%	-0.2%	1.3%
Cc1ccc(/C([O-])=C(/C(=S)NCc2ccco2)[n+]2ccccc2)cc1[N+](=O)[O-]	16%	71%	5	7	i	1.6	53	-2	5%	6%	7.1%	1.3%
Cc1ccc(C)c(NC(=O)CCN2CCN(c3ccccc3F)CC2)c1	4%	8%	nt	nt	nt	-0.5	71	nt	0%	-10%	0.1%	-2.0%
CCOC(=O)CSc1nnc(NC(=O)c2cccc(S(=O)(=O)N3CCCCC3)c2)s1	-4%	9%	6	-13	i	1.4	55	-8	0%	-6%	-0.3%	3.5%
O=C(c1cc([N+](=O)[O-])ccc1N1CCOCC1)N1CCN(c2ccc([N+](=O)[O-])cc2)CC1	-8%	nt	nt	nt	nt	-0.2	46	nt	nt	nt	0.0%[50 µM]	0.9%
O=C(c1ccc(C(F)(F)F)cc1)C1CCCN(C(=O)CCc2ccncc2)C1 (stereo not given)	-4%	1%	nt	nt	nt	0.3	67	nt	-14%	-10%	0.0%	2.1%
Cc1c(Cl)c([N+](=O)[O-])nn1CCCC(=O)Nc1cccc(Cl)c1	1%	-2%	-8	-18	i	0.9	58	2	14%	-3%	1.0%[50 µM]	4.9%
Cc1c(C(=O)NN2CCN(C)CC2)cccc1[N+](=O)[O-]	-3%	8%	17	0	i	-0.8	44	7	8%	-6%	0.7%[50 µM]	0.2%
Cc1cc(C(=O)N/N=C/c2ccccc2)c(C)o1	-5%	-4%	nt	nt	nt	0.1	53	nt	7%	-12%	0.3%	0.7%
Cc1cc(C)c(S(=O)(=O)NCc2cccs2)cc1C	3%	?	nt	nt	nt	2.4	68	nt	0%	-4%	-1.3%[50 µM]	0.6%
COc1ccccc1NS(=O)(=O)c1ccc(NN=C2CCCCC2)c([N+](=O)[O-])c1	0%	0%	-1	-2	i	13	56	11	16%	8%	2.0%[50 µM]	7.0%
Cc1cccc(C)c1N(CC(=O)NC1CCCCC1)C(=O)c1csnn1	2%	11%	nt	nt	nt	-1.6	55	nt	-5%	2%	0.0%	-0.3%
CNC(=O)CC(=O)Nc1ccccc1C(=O)O	-1%	3%	-18	1	i	-0.7	45	-20	23%	-2%	3.2%	3.1%
CC(=O)Nc1ccc(-c2csc(NC(=O)Nc3ccccc3)n2)cc1	-16%	47%	-2	-3	i	nt	nt	-18	-5%	2%	0.2%	nt
Cc1ccc(-c2noc(Cn3cc(S(=O)(=O)N4CCCC4)ccc3=O)n2)cc1	0%	nt	nt	nt	nt	3.2	83	nt	nt	nt	0.8%[50 µM]	1.4%
O=C(CCC(=O)c1ccc(F)cc1)NC1CCCN(Cc2ccccc2F)C1 (stereo not given)	-8%	12%	nt	nt	nt	0.0	77	nt	2%	-10%	0.2%	0.5%
O=C(C[n+]1cc(Br)cc2ccccc21)c1ccc(Br)cc1	-4%	2%	nt	nt	nt	1.7	48	nt	16%	-5%	0.6%	3.7%
COc1ccc(S(=O)(=O)NC2CCCCCC2)c(OC)c1	6%	24%	nt	nt	nt	0.7	64	nt	7%	-7%	0.6%[50 µM]	1.4%
N#Cc1cc(N2CCOCC2)nc2ccccc12	-4%	1%	nt	nt	nt	0.1	46	nt	3%	-12%	-0.4%	nt
O=C(Oc1ccc2ccc(O)cc2c1)c1ccccc1Cl	7%	-3%	nt	nt	nt	1.3	62	nt	-2%	-9%	0.0%	1.5%

# (more compounds)
molecule	NS5 inhibitors	AID2073	Autophagy mod cell loss 18 h	WT yeast gro inh mutant strain	Autophagy mod	NTR1 ag	NTR1 ag cell count 20 µM	WT yeast gro inh	GPR35 arrestin U2OS	LYP phosphatase	K1F lysis inhibition	RSV CPE inhibition
CC(NC(=O)COC(=O)Cc1ccccc1[N+](=O)[O-])c1ccccc1 (stereo not given)	3%	15%	-3	3	i	1.3	51	-11	-2%	-6%	4.3%	0.8%
O=C(NCc1cccc(C(F)(F)F)c1)C1CCC(=O)N(C2CCCCCC2)C1 (stereo not given)	-9%	0%	nt	nt	nt	0.6	57	nt	5%	-7%	0.1%	6.2%
Cc1cc(C)nc(SCc2ccc(Br)cc2)n1	-2%	11%	nt	nt	nt	1.5	66	nt	0%	-10%	-0.1%	0.6%
CCCn1ncc(CN2CCC(Cc3cccc(F)c3)(C(=O)OCC)CC2)c1C	1%	-1%	9	1	i	-0.9	54	2	4%	-7%	0.4%	-0.5%
Cc1ccc(NC(=O)Cn2cc(C(=O)C3CC3)c3ccccc32)c(C)c1	-10%	30%	nt	nt	nt	-1.4	57	nt	12%	-6%	-0.2%	3.0%
Oc1ccc(C[C@H]2CNCCN2CCc2cc(C(F)(F)F)cc(C(F)(F)F)c2)cc1	-7%	nt	nt	nt	nt	18	93	nt	nt	nt	4.0%	7.9%
CCOC(=O)COc1ccc(/C=C/[N+](=O)[O-])c(OCC(=O)OCC)c1	-9%	15%	14	30	i	74*	67*	14	5%	-3%	7.5%	-3.9%
Cc1ccc(NC(=O)C2(c3ccccc3)CCOCC2)cc1	-5%	8%	-19	16	i	0.6	39	9	11%	-4%	-1.4%	-1.6%
O=C(NC1CCCCC1)N1CCN(c2ccc(Cl)cc2)CC1	-1%	4%	nt	nt	nt	-0.8	69	nt	-4%	-8%	-0.2%[50 µM]	9.8%
O=C(/C(=C(\O)c1ccccc1)c1ncc[nH]1)c1ccccc1	1%	5%	-5	11	i	-1.5	41	8	-8%	1%	0.3%	-0.9%
O=C1CCC(=O)c2oc3ccccc3c2N1	-8%	35%	-2	-13	i	0.9	26	-17	6%	-9%	-0.7%	0.7%
CN(C)CCN(Cc1ccccc1)C(=O)C1CCN(c2ncnc3c2nc2n3CCCCC2)CC1	-3%	7%	nt	nt	nt	0.8	75	nt	2%	-13%	0.5%	0.1%
Cc1cccc(CNc2ncc(-c3cccc([N+](=O)[O-])c3)n2C)c1	-6%	-18%	-4	-14	i	2.9	52	-3	2%	-8%	-0.4%	-0.3%
Cc1cccc(-n2nc([N+](=O)[O-])c(N3CCN(C(=O)c4ccco4)CC3)[n+]2[O-])c1	-5%	-4%	0	-8	i	2.6	70	-3	-4%	-13%	0.2%	0.5%
C(=NC12CN3CN(CN(C3)C1)C2)c1ccc2c(c1)OCO2	-2%	-3%	-2	-9	i	-1.6	68	-3	-10%	-7%	0.1%	-0.7%
CCNc1nc(NCC)nc(C(=O)Nc2ccccc2)n1	2%	-10%	3	-6	i	0.8	36	-10	-1%	-2%	-1.0%	2.5%
O=C(c1ccco1)N1CCN(C(c2ccc(Cl)cc2)c2nnnn2CC2CCCO2)CC1 (stereo not given)	-1%	4%	-2	16	i	0.8	61	12	3%	1%	0.3%	0.6%
COc1cccc(CN(C)S(=O)(=O)c2cccs2)c1	-7%	13%	nt	nt	nt	1.0	40	nt	4%	0%	0.0%	0.5%
CCOc1ccc(C(=O)n2cnnc2N)cc1	5%	4%	nt	nt	nt	0.6	47	nt	-6%	-1%	0.1%	1.9%
CCCOC(=O)Nc1ccc(S(=O)(=O)Nc2ncccn2)cc1	-8%	8%	nt	nt	nt	1.6	54	nt	-1%	-4%	0.4%	2.5%
CCCCNCCOCCOc1ccc(F)cc1	1%	1%	9	19	i	-1.2	49	24	-3%	0%	-0.3%	0.9%
CC(=O)C(Cc1ccc(Cl)nc1)Cc1ccc(Cl)nc1	1%	3%	-6	3	i	-0.3	61	-5	-16%	1%	-0.1%	0.0%
Cc1cc(Nc2ccc(F)cc2C)n2nc(C)nc2n1	2%	0%	-1	7	i	-0.2	65	12	10%	-4%	6.6%	1.8%
CCOC(=O)c1c(C)n(C)c2ccc(OC)c(NS(=O)(=O)c3ccc(Cl)s3)c12	-4%	-8%	-24	-11	i	12	76	0	7%	1%	-0.6%	2.8%
Cc1ccc(NC(=O)Cc2nnc(N)s2)cc1	nt	-7%	nt	nt	nt	-0.9	58	nt	9%	-4%	nt	nt
O=C(c1cccc(S(=O)(=O)N2CCOCC2)c1)N1CCCc2ccccc21	-1%	-2%	1	-9	i	-0.7	110	-7	5%	-5%	1.2%	-0.2%
Cc1ccc(S(=O)(=O)NCCC(=O)NC2CCC(C)CC2)cc1 (stereo not given)	-7%	nt	nt	nt	nt	-1.8	68	nt	nt	nt	0.5%[50 µM]	-0.7%
O=C(O)/C=C/C(=O)N1CCN(S(=O)(=O)c2cc(C(F)(F)F)ccc2Cl)CC1	0%	10%	2	-2	i	0.9	47	10	-9%	1%	0.3%	-1.1%
C=CCN(CC=C)C(=O)c1ccc(OC2CCN(Cc3ccccn3)CC2)cc1	-4%	11%	-11	-7	i	-0.6	28	-13	1%	-1%	0.2%	-0.6%
COc1ccc(NC(=O)/C(C#N)=C/c2ccc[nH]2)c(OC)c1	1%	28%	nt	nt	nt	-0.2	64	nt	3%	-2%	0.7%	5.7%

# Bioassay records: PubChem BioAssay, several laboratories
